Assay outcomes as filed in PubChem BioAssay.
LGR2 antag: Drosophila LGR2 receptor signaling inhibition; HEK293 LGR2, CRE-luciferase, bursicon-stimulated, 4 h; inhibition, % at 9.99 µM; 0.35% of 380,000 active;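 active = drop in luminescence signal, shown as inhibition above about 50% in the replicate tests, limit read from the data, passing the limit was not always enough; inconclusive = probably only some replicates passing the limit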;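 also: agonist challenge used bursicon conditioned medium at about half maximal strength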
SIRT5 inh: blocks human SIRT5 desuccinylation of peptide | Purified SirT5, succinyl-peptide AMC, trypsin-coupled fluorescence | inhibition, % at 15 µM | 1.1% of 330,000 active | AID 652115; in the data active = inhibition above about 15%; inconclusive = no clear call, values can overlap the other calls
Target sequence (Q9NXA8 whole entry, looked up): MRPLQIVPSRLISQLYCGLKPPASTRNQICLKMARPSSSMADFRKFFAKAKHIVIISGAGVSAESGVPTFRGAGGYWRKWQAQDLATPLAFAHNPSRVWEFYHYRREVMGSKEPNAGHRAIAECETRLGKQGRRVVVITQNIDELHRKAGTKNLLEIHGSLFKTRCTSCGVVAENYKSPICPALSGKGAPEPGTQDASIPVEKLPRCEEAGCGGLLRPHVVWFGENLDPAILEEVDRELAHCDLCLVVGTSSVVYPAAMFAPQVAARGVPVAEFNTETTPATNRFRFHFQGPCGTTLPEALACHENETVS
Cneo AK release: Cryptococcus neoformans lysis via adenylate kinase release | C. neoformans lysis, adenylate kinase release luminescence, 4 h; normalised: neutral wells 0, clomiphene wells 100 | lysis activity, % at 15 µM | 0.2% of 360,000 active;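 active = mean lysis activity across replicates of at least 80%, whatever share of replicates individually reach that level; inactive = mean lysis activity below 80%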
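Test system: log-phase Cryptococcus neoformans yeast cells. Input: 5 × 10^6 yeast cells/mL. Medium: fresh YPD growth medium. Doses: single dose. Incubation: static 4 h at 37 °C with compound, 1 h detection. Measured by: luminescent adenylate kinase detection reagent. Read-out: signal increase indicating cell lysis. Benchmarks: Clomiphene.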
ERAP1 inh: blocks human ERAP1 aminopeptidase activity | Q9NZ08 | recombinant ERAP1, Leu-AMC fluorescence, 60 min | inhibition, % at 10.7 µM | 0.15% of 340,000 active | AID 652197;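 active = mean replicate inhibition of at least 30%, or all replicates individually reaching that 30% level; inactive = mean below 30% and not every replicate reaching it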;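 also: 0% = neutral control wells and 100% = L-leucinethiol positive control wells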
PGC1a acetyl inh: lowers PGC1a acetylation signal in U2OS cells | inhibition, % at 15.6 µM | 0.17% of 350,000 active | AID 651687 | AlphaScreen anti-acetyl-lysine; with virally co-expressed GCN5 acetyltransferase;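 active = every replicate shows inhibition of at least 40%; inconclusive = mean inhibition at least 40% but some replicate below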;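 also: 0% = neutral control wells and 100% = positive control wells; some results beyond the cut were filed as inactive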
XiGFP reactiv: X-chromosome reactivation activator. activation, % at 7.58 µM. 0.055% of 360,000 active. XiGFP mouse fibroblasts, % GFP-positive cells imaging, 3 d; cells co-treated with 5-aza-dC sensitizer; scaled so ellipticine positive control = 100%;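 active = mean normalized replicate activation at least 10% and every replicate at or above 10%; inconclusive = only one of the two criteria met; inactive = mean below 10% and not all replicates reach 10%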;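 also: 0% = median of on-plate neutral control wells and 100% = ellipticine 6 µM median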
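System: SV40-immortalized XiGFP fibroblast cells, line 68-5-11 / Incubation: 3-day compound exposure, then 15 min fixation at room temperature / Compound: single concentration per compound, delivered by pin transfer / Buffer or medium: DMEM plus 5-aza-dC sensitizer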
S100A4 inh HTS: inhibitors of human S100A4 binding to myosin IIA peptide. P26447. S100A4/TAMRA-MyoIIA peptide fluorescence polarization. inhibition, % at 10.7 µM. 0.14% of 360,000 active;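 active = mean inhibition of at least 70% across replicates, with every replicate also reaching that level; inconclusive = mean inhibition reaches 70% but some replicates fall short; inactive = mean inhibition below 70%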
Target sequence (P26447 whole entry, looked up): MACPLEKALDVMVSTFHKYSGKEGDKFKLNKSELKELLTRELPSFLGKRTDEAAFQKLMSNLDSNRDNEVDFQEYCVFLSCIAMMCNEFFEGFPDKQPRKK
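Test system – S100A4 monomer (human) · Compound – single-point compound testing · Schedule – 5 min incubation before reading · Probe or stimulus – TAMRA-labelled myosin IIA heavy-chain peptide probe, 5 nM · Benchmarks – neutral control DMSO, positive control TFP · Medium – Calcium-containing HEPES buffer, pH 7.2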
Statin myotox sup: protects C2C12 myotubes from simvastatin toxicity; ATP luminescence, 48 h; scaled: DMSO 0, geranylgeraniol control 100; rescue of ATP level, % at 7.49 µM; 0.78% of 330,000 active; AID 602340;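 active = mean ATP rescue above about 67%, or every replicate alone reaching that limit, limit read from the data, passing the limit was not always enough; inconclusive = no clear call, values can overlap the other calls; inactive = mean under the limit and some replicate under it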;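 also: myotubes were challenged with 10 µM simvastatin during compound exposure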
The depositor's hits bear a star; u = inconclusive; x = no result given. The list is partial; rates above refer to the full screens.

SMILES	LGR2 antag	SIRT5 inh	Cneo AK release	ERAP1 inh	PGC1a acetyl inh	XiGFP reactiv	S100A4 inh HTS	Statin myotox sup
O=C(Cc1ccc(Cl)cc1)NCC(=O)N1CCN(c2ccccc2)CC1	6.3	-4.5	1.6	0.9	10.5	0.2	-3.1	0.1
COc1ccccc1NS(=O)(=O)c1cccc(C(=O)NCC(c2ccco2)N2CCCC2)c1 (stereo not drawn)	-4.7	-18.3	1.1	-1.3	6.4	0.0	15.9	-12.4
N#CC(C#N)=Cc1cccn1-c1ccc(S(N)(=O)=O)cc1	-6.0	-4.5	x	7.3	9.3	0.0	-1.8	x
COc1ccc(C(=O)NCc2nnc(SCC(=O)NC3CCCCC3)o2)cc1	-0.2	0.9	-0.7	-2.4	23.2	0.0	1.7	-4.3
CCn1c(CCC(=O)Nc2ccccc2F)nnc1SCC(=O)Nc1ccc(OC)cc1	17.2	-29.0	2.0	-4.6	x	-0.1	-2.3	3.1
O=C(Cc1ccccc1)NC1(O)C(=O)c2ccccc2C1=O	-5.3	1.0	-2.5	x	20.0	0.1	-2.5	31.4
CCOC(=O)c1c(/N=C/c2ccccc2O)sc2c1CCC2	0.1	x	7.7	1.3	x	0.1	-1.2	4.0
CC(=O)Nc1ccc(NC(=S)NC(=O)C2CCCC2)cc1	1.7	0.4	-1.0	-1.9	0.3	0.2	0.9	-2.0
COC(=O)[C@H](C)NC(=O)Nc1cccc(Br)c1	-3.0	-0.8	x	0.5	x	0.0	1.7	x
Cc1nc(N2CCOCC2)nc(OCCN2CCOCC2)c1[N+](=O)[O-]	-14.5	0.5	-4.0	0.7	-2.3	0.0	-32.4	-0.8
O=C(Nc1cccnc1)OCc1ccccc1	-12.8	-2.0	-1.9	-2.8	x	0.0	-35.5	15.8
COc1ccc(/C=N/Nc2cc(C)nc(NS(=O)(=O)c3ccc(C)cc3)n2)cc1	8.5	5.8	-2.5	5.4	11.2	0.2	5.8	15.7
CC1Cc2ccccc2N1C1=CC(=O)CCC1 (stereo not drawn)	-5.7	4.3	x	1.6	5.8	0.0	-57.7	x
COc1ccc(C#Cc2ccc([C@H]3[C@H](CO)N4C(=O)CN(C(=O)c5cccnc5)C[C@@H]34)cc2)cc1	1.2	36.9*	x	3.6	-20.4	0.1	-5.6	x
COc1ccc(Cc2nc(N)nc(N)n2)cc1	-4.2	7.1	2.1	0.5	x	x	3.9	-4.5
N#Cc1nc(-c2ccco2)oc1NCc1cccnc1	1.3	-1.2	x	7.4	x	x	2.8	x
CN1CCN(c2ccc(-c3cccc(NC(=O)COc4ccccc4)c3)nn2)CC1	0.3	-0.9	-3.5	0.0	-6.5	0.5	-2.6	1.3
Cc1ccc(S(=O)(=O)Nc2ccc3c(c2)C(=O)N([C@@H](C)CO)C[C@H](C)[C@@H](CN(C)Cc2ccc(Cl)c(Cl)c2)O3)cc1	-3.8	3.6	1.1	-3.6	18.1	-0.9	-5.0	44.7
CCC(=O)Nc1cccc(-n2nnnc2SCC(=O)c2ccc(C)c(C)c2)c1	-45.7	0.3	x	0.8	x	0.1	-1.3	x
O=C(Nc1ccccc1F)N[C@@H]1CC[C@@H](CCNC(=O)C2CCC2)O[C@@H]1CO	6.9	-1.0	-2.8	-2.0	17.9	-0.4	-1.0	1.8

4 entries out of the list above, arranged by the number in SIRT5 inh, largest number first.
| SMILES | SIRT5 inh |
| --- | --- |
| COc1ccc(Cc2nc(N)nc(N)n2)cc1 | 7.1 |
| COc1ccc(/C=N/Nc2cc(C)nc(NS(=O)(=O)c3ccc(C)cc3)n2)cc1 | 5.8 |
| O=C(Nc1ccccc1F)N[C@@H]1CC[C@@H](CCNC(=O)C2CCC2)O[C@@H]1CO | -1.0 |
| N#Cc1nc(-c2ccco2)oc1NCc1cccnc1 | -1.2 |

Continuation:
SMILES	LGR2 antag	SIRT5 inh	Cneo AK release	ERAP1 inh	PGC1a acetyl inh	XiGFP reactiv	S100A4 inh HTS	Statin myotox sup
Cc1cccc(CCNC(=O)COc2cc(=O)n(C)c3ccccc23)c1	5.4	4.3	x	-4.4	x	0.1	-4.7	x
N#CC1=C(S)N(c2ccc(F)cc2)C2(CCCCC2)NC1=O	-11.8	1.3	-0.1	2.3	4.9	-0.1	-19.8	10.8
NS(=O)(=O)c1ccc(CCNC(=O)CCS(=O)(=O)c2ccc(Br)cc2)cc1	-7.5	15.7*	-3.6	0.2	9.7	0.1	-11.2	11.4
COc1cccc(NC(=O)N(C)C[C@H]2Oc3cc(-c4cccc(C(=O)N(C)C)c4)ccc3S(=O)(=O)N([C@@H](C)CO)C[C@@H]2C)c1	-3.4	2.0	36.4	0.9	11.4	-0.8	-2.3	6.9
O=C(O)C[C@@H]1C[C@@H]2c3cc(NS(=O)(=O)c4ccccc4)ccc3O[C@@H]2[C@H](CO)O1	2.7	0.2	x	0.6	2.6	0.1	5.7	x
CO[C@@H]1CN(C)C(=O)c2cc(NC(=O)Cc3ccccc3)ccc2OC[C@@H](C)N(C(C)=O)C[C@H]1C	-7.7	0.3	-0.7	-5.6	3.4	-0.1	-29.2	1.5
COC(=O)c1ccc(C2C(C(=O)c3cc4ccccc4o3)=C(O)C(=O)N2CCN2CCOCC2)cc1 (stereo not drawn)	8.1	-2.8	16.7	1.0	-17.2	0.0	-5.8	7.6
CC(C)NC(=O)Nc1ccc2c(c1)C(=O)N([C@@H](C)CO)C[C@@H](C)[C@H](CN(C)Cc1ccc(C(F)(F)F)cc1)OCCCC[C@@H](C)O2	-7.9	16.9*	43.5	-0.2	-6.4	0.1	2.6	x
COc1ccc2c(CC(=O)OCC(=O)c3ccccc3OC)coc2c1	-10.4	x	-4.8	x	-3.6	x	x	1.0
O=C(COc1ccccc1)Nc1cccc(-c2nc3ccccc3[nH]2)c1	-3.5	x	-2.3	x	-10.1	0.0	x	x
CCCCOc1ccc(C(=O)Oc2cccnc2)cc1	-3.5	-2.6	x	0.3	x	0.1	-2.6	x
C/C=C/c1cccc(-c2nc(C(=O)NCc3ccccn3)cc3c2[C@H](CCO)N([S@@](=O)C(C)(C)C)C3)c1	-4.7	-1.6	9.6	-1.8	-0.5	0.2	3.3	4.6
CC(C)CC#Cc1ccc2c(c1)O[C@H](CN(C)CC1CCOCC1)[C@H](C)CN([C@@H](C)CO)S2(=O)=O	4.8	u	5.3	1.0	4.9	0.4	-2.7	-41.0
Cc1noc(C)c1NC(=O)N(C)C[C@H]1Oc2c(NS(=O)(=O)c3ccc(Cl)cc3)cccc2C(=O)N([C@@H](C)CO)C[C@H]1C	-13.6	3.0	56.3	1.1	-2.0	-0.6	-1.8	x
O=C(CN1CCOCC1)NCC[C@@H]1CC[C@H](NC(=O)Nc2ccc(Cl)cc2)[C@@H](CO)O1	12.0	-1.2	2.5	-1.5	2.9	0.0	-3.0	-4.7
CCN(CC)CC#CCC(O)(c1ccccc1)C1CCCC1 (stereo not drawn)	16.3	18.3*	-2.1	11.5	1.2	x	-0.6	-3.1
Cc1cccc(C)c1NC(=O)COC(=O)CCc1c[nH]c2ccccc12	-25.4	-4.3	x	3.2	20.6	0.0	-18.1	5.1
CCOC(=O)c1ccc(Oc2coc3cc(O)ccc3c2=O)cc1	-14.2	-6.1	x	0.5	x	0.0	8.5	x
COCC#Cc1cnc2c(c1)C(=O)N([C@@H](C)CO)C[C@H](C)[C@@H](CN(C)C(=O)c1cnccn1)O2	-9.5	3.7	-1.0	2.7	1.4	0.7	2.1	-1.6
O=C(O/N=C(\c1ccccc1)c1ccncc1)c1ccccc1F	x	0.1	x	-0.7	x	0.3	1.0	x

Single values from the results shown.
Result of Cc1noc(C)c1NC(=O)N(C)C[C@H]1Oc2c(NS(=O)(=O)c3ccc(Cl)cc3)cccc2C(=O)N([C@@H](C)CO)C[C@H]1C under Cneo AK release: 56.3
Result of CCOC(=O)c1ccc(Oc2coc3cc(O)ccc3c2=O)cc1 under S100A4 inh HTS: 8.5
Result of COCC#Cc1cnc2c(c1)C(=O)N([C@@H](C)CO)C[C@H](C)[C@@H](CN(C)C(=O)c1cnccn1)O2 under ERAP1 inh: 2.7
Result of Cc1cccc(C)c1NC(=O)COC(=O)CCc1c[nH]c2ccccc12 under Statin myotox sup: 5.1

Next section:
SMILES	LGR2 antag	SIRT5 inh	Cneo AK release	ERAP1 inh	PGC1a acetyl inh	XiGFP reactiv	S100A4 inh HTS	Statin myotox sup
CCNC(=O)CN1C(=O)NC2(CCOc3ccccc32)C1=O (stereo not drawn)	2.3	-3.5	0.2	-5.3	x	0.0	1.4	21.7
Cc1cc(Cl)ccc1Oc1ccccc1C(=O)CC#N	2.7	-3.1	x	-5.7	x	0.0	-8.6	x
C[C@@H]1CCCCO[C@H](CN(C)C(=O)C2CCCCC2)[C@H](C)CN([C@@H](C)CO)C(=O)c2cc(NS(=O)(=O)c3cccs3)ccc2O1	3.8	4.4	1.2	-6.2	20.9	0.6	-8.6	x
COc1cccc(NS(=O)(=O)c2csc(C(N)=O)c2)c1	-0.1	-4.4	0.7	-5.0	x	0.1	-2.0	-1.2
CCN(CC)C(=O)c1cccc(-c2csc(C(C)(NC(C)=O)c3ccccc3)n2)c1 (stereo not drawn)	12.3	-1.9	-1.4	-4.4	0.0	0.0	0.1	-0.1
Cc1ccccc1NC(=O)COC(=O)CCc1c[nH]c2ccccc12	-0.3	8.2	x	-3.6	-6.9	0.0	-0.5	2.1
Cc1ccccc1C(=O)NNC(=O)/C=C\C(=O)O	-0.8	-0.6	x	-2.5	5.0	0.4	45.2	x
